# YAP1 CTGF inhibition = YAP1 pathway inhibitors via CTGF transcript, primary screen, DLD1 colon cancer cells, RT-qPCR, single point (AID 743449); DLD1 CTGF mRNA qPCR, 24 h; stronger effect = higher value; inhibition, % at 12.5 µM; hit rate 0.9% among 9,900;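 active = mean normalized replicate activity at least 50 and at least half of replicates each reaching 50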;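 also: 0% = neutral control wells and 100% = dasatinib control wells; higher means stronger suppression of CTGF expression like dasatinib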
# Pax4 mRNA alpha TC1 = Pax4 mRNA upregulation in alpha cells – RT-PCR, mouse alpha TC1 cells, single point, primary screen (AID 1053180); hit rate 0.2% among 9,600; mouse alpha TC1 cells, Pax4 mRNA qPCR, 6 days; stronger effect = higher value; 100% = Pax4 plasmid added at qPCR; activation, % at 10 µM;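 active = highest normalized replicate activity of 15 or more, or at least half the replicates reach 15 or more; inactive = neither condition met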;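 also: pax4 Ct normalized to GAPDH with activation seen as lower delta delta Ct; plate controls were plate neutral control wells for no effect and Pax4 plasmid positive control for full effect; each compound tested in two replicate wells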
# The depositor's hits bear a star; x = no result given; & = joins results of further samples.
# Each structure is followed by: YAP1 CTGF inhibition, Pax4 mRNA alpha TC1
- C[C@@H]1CCCCO[C@@H](CN(C)C(=O)NC2CCCCC2)[C@@H](C)CN([C@H](C)CO)C(=O)c2cc(N(C)C)ccc2O1
  6.4, 0.0
- C[C@@H]1CN([C@H](C)CO)C(=O)c2cc(N(C)C)ccc2O[C@@H](C)CCCCO[C@H]1CN(C)C(=O)NC1CCCCC1
  -16.9, 0.0
- C[C@@H]1CN([C@@H](C)CO)C(=O)CCCn2cc(nn2)CO[C@@H]1CN(C)S(=O)(=O)c1cn(C)cn1
  30.7, 0.0
- O=C(C[C@@H]1C=C[C@@H](NC(=O)C2CCC2)[C@@H](CO)O1)NC1CCCCC1
  -8.2, 0.0
- COc1ccc2c3c([nH]c2c1)[C@H](CO)N(C(=O)NC(C)C)CC31CN(Cc2ccc(F)cc2)C1
  -5.2, 0.0
- N#Cc1ccc(-c2ccc([C@@H]3[C@@H]4CN(C(=O)Nc5ccc6c(c5)OCO6)C[C@H]3N4)cc2)cc1
  -90.3, 0.2
- OC[C@H]1[C@@H]2c3ccccc3NC[C@@H]2N1CC1CCOCC1
  -39.1, 0.0
- CCC(=O)N1CC(=O)N2[C@H](CO)[C@H](c3ccc(C#CCC(C)C)cc3)[C@H]2C1
  -8.8, 0.0
- CN(C)C(=O)c1cccc(-c2ccc(C3[C@H]4CNC[C@@H]3N4C(=O)Nc3cccc(Cl)c3)cc2)c1 (stereo not given in full)
  -17.8&20.8, 0.0&0.0
- CNC(=O)C[C@@H]1CC[C@@H]2[C@H](COc3ccc(NC(=O)c4ccccc4F)cc3C(=O)N2C)O1
  27.6, 0.0
- CCCNC(=O)[C@H]1[C@H](CO)[C@H]2Cn3c(cccc3=O)[C@@H]1N2CCC(F)(F)F
  19.8, 0.0
- CN1C(=O)c2cc(NC(=O)C3CCOCC3)ccc2OC[C@@H]2O[C@H](CC(=O)NCCc3ccncc3)CC[C@@H]21
  -3.8, 0.0
- O=C(C[C@@H]1CC[C@@H]2[C@H](COC[C@H](O)CN2Cc2nccs2)O1)N1CCC(Cc2ccccc2)CC1
  2.0, 0.0
- COc1ccc2c3c(n(C)c2c1)[C@H](CO)NCC31CN(Cc2ccc(-c3ccccn3)cc2)C1
  11.4, 0.0
- COc1ccc2c3c([nH]c2c1)[C@@H](CO)N(C)CC31CCN(C(=O)c2ccccc2F)CC1
  -19.7, 0.0
- CN1C(=O)c2cc(NC(=O)c3cccc(C(F)(F)F)c3)ccc2OC[C@H]2O[C@H](CC(=O)NCCN3CCCC3)CC[C@H]21
  -4.9, 0.0
- CN1c2ccc(-c3ccc(F)cc3)cc2[C@@H]2[C@@H](CCN2C(=O)Cc2cccnc2)[C@H]1CO
  -0.2, 0.0
- COc1ccc2c3c([nH]c2c1)[C@@H](CO)N(C(C)=O)CC31CCN(Cc2cc(-c3ccccc3)on2)CC1
  40.9, 0.0
- C/C=C/c1ccc2c(c1)O[C@@H](CN(C)C(=O)Nc1ccc(OC)cc1)[C@@H](C)CN([C@@H](C)CO)S2(=O)=O
  23.1, 0.1
- O=C1CCCCn2nncc2COC[C@@H](Cc2ccccc2)N1
  1.7, 0.0
- C[C@@H]1C(=O)N[C@H](c2ccc3c(c2)OCO3)CC=CC[C@H](C)Oc2ccccc2C(=O)N1C (mixture of isomers)
  7.5, 0.0
- OC[C@H]1[C@H](c2ccc(-c3cccnc3)cc2)[C@H]2CN(Cc3ccccn3)CCCCN21
  -58.9, 0.0
- C[C@@H]1CN([C@H](C)CO)C(=O)c2cc(NC(=O)C3CC3)ccc2O[C@@H]1CN(C)S(=O)(=O)c1ccccc1
  -19.9, 0.0
- O=C(Nc1cccc(Cl)c1)N[C@H]1CC[C@@H](CCn2cc(Cc3ccccc3)nn2)O[C@@H]1CO
  -1.6, 0.0
- O=C(Nc1ccc2c(c1)[C@H]1C[C@@H](CC(=O)N3CCc4ccccc4C3)O[C@H](CO)[C@H]1O2)c1ccc2c(c1)OCO2
  56.2*, 0.0
- C[C@@H]1CN([C@@H](C)CO)S(=O)(=O)c2ccc(C#Cc3ccccc3F)cc2O[C@@H]1CN(C)C(=O)Cc1cccnc1
  9.4, 0.1
- C/C=C/c1ccc2c(c1)O[C@H](CN(C)C(=O)Nc1ccc(OC)cc1)[C@@H](C)CN([C@@H](C)CO)S2(=O)=O
  3.4, 0.0
- C[C@H]1CN([C@@H](C)CO)C(=O)c2c(c3ccccc3n2C)-c2ccccc2CO[C@H]1CN(C)C(=O)Nc1ccc2c(c1)OCO2
  36.1, 0.0
- CCCC(=O)Nc1ccc2c(c1)C(=O)N(C)C[C@H](OC)[C@H](C)CN(C(=O)c1ccccn1)[C@@H](C)CO2
  -15.4, 0.0
- C[C@H](CO)N1C[C@H](C)[C@@H](CN(C)Cc2ccc(Cl)c(Cl)c2)Oc2ccc(NC(=O)C3CCCCC3)cc2CC1=O
  24.8, 0.2

# Ordered by SMILES length (high to low): part of the list above
# Each structure is followed by: YAP1 CTGF inhibition, Pax4 mRNA alpha TC1
- C/C=C/c1ccc2c(c1)O[C@H](CN(C)C(=O)Nc1ccc(OC)cc1)[C@@H](C)CN([C@@H](C)CO)S2(=O)=O
  3.4, 0.0
- C[C@@H]1CN([C@H](C)CO)C(=O)c2cc(NC(=O)C3CC3)ccc2O[C@@H]1CN(C)S(=O)(=O)c1ccccc1
  -19.9, 0.0
- CN1C(=O)c2cc(NC(=O)C3CCOCC3)ccc2OC[C@@H]2O[C@H](CC(=O)NCCc3ccncc3)CC[C@@H]21
  -3.8, 0.0
- COc1ccc2c3c([nH]c2c1)[C@H](CO)N(C(=O)NC(C)C)CC31CN(Cc2ccc(F)cc2)C1
  -5.2, 0.0
- CCCNC(=O)[C@H]1[C@H](CO)[C@H]2Cn3c(cccc3=O)[C@@H]1N2CCC(F)(F)F
  19.8, 0.0
- COc1ccc2c3c(n(C)c2c1)[C@H](CO)NCC31CN(Cc2ccc(-c3ccccn3)cc2)C1
  11.4, 0.0
- OC[C@H]1[C@H](c2ccc(-c3cccnc3)cc2)[C@H]2CN(Cc3ccccn3)CCCCN21
  -58.9, 0.0

# Next entries:
# Each structure is followed by: YAP1 CTGF inhibition, Pax4 mRNA alpha TC1
- Cc1ccc(S(=O)(=O)N(C)C[C@H]2Oc3cc(C#CC4CCCC4)ccc3S(=O)(=O)N([C@H](C)CO)C[C@H]2C)cc1
  16.0, 0.2
- COc1cccc(NC(=O)N2C[C@@H](O)COC[C@H]3O[C@@H](CC(=O)N(C)C)CC[C@@H]32)c1
  -28.3, 0.0
- CN(C)CC(=O)N1CC2(C1)[C@H](c1ccccc1)[C@H](CO)N2C(=O)C1CC1
  -28.4, x
- CC(C)c1cn(CC[C@@H]2CC[C@H](NS(=O)(=O)c3ccc(F)cc3)[C@H](CO)O2)nn1
  -16.3, 0.0
- COc1ccccc1-c1ccc([C@@H]2[C@@H](C#N)N(C(=O)NC3CCCCC3)[C@@H]2CO)cc1
  -0.1, 0.0
- C/C=C/c1ccc([C@@H]2[C@@H](CO)N[C@@H]2CN(CC)C(=O)CN2CCOCC2)cc1
  -0.6, 0.0
- CO[C@H]1CN(C)C(=O)c2ccc(NC(=O)C3CCC3)cc2OC[C@@H](C)N(Cc2ccccn2)C[C@@H]1C
  -8.6, 0.0
- CO[C@@H]1CN(C)C(=O)c2cc(NC(=O)NC3CCCCC3)ccc2OC[C@H](C)N(CC2CCOCC2)C[C@@H]1C
  13.2, 0.0
- CN1C(=O)c2cc(NC(=O)c3cscn3)ccc2OC[C@@H]2O[C@@H](CC(=O)N3CCOCC3)CC[C@H]21
  -2.6, 0.0
- O=C(N[C@H]1CC[C@@H](CC(=O)N2CCOCC2)O[C@@H]1CO)c1cccc(F)c1
  -14.7, 0.0
- COc1cccc(-c2ccc3c(c2)[C@H]2[C@H](CCN2S(=O)(=O)c2ccccc2F)[C@H](CO)N3)c1
  -24.6, 0.0
- CCCC(=O)Nc1ccc2c(c1)C(=O)N(C)C[C@@H](OC)[C@@H](C)CN(Cc1ccc(F)cc1)[C@@H](C)CO2
  -8.9, 0.0
- COc1ccc(-c2ccccc2[C@@H]2[C@H](C#N)N(C(=O)C3CCC3)[C@H]2CO)cc1
  15.7, 0.0
- CO[C@@H]1CC[C@@H]2CCN(C)C(=O)[C@H](C)N(C)C(=O)c3cccc(C#N)c3OC[C@H]1O2
  1.5, 0.0
- C/C=C/c1ccc([C@@H]2[C@@H](CO)N3C(=O)CN(C(=O)c4ccncc4)C[C@H]23)cc1
  -13.1, 0.0
- O=C(C[C@@H]1C=C[C@H](NC(=O)Nc2ccccc2F)[C@H](CO)O1)NCc1ccc(-c2ccccc2)cc1
  27.9, 0.0
- COc1ccc(C#Cc2ccc3c(c2)[C@H]2[C@H](CCN2S(=O)(=O)c2ccccc2C)[C@@H](CO)N3C)cc1
  -15.4, 0.0
- CCC(=O)N1CC(=O)N2[C@H](C1)[C@H](c1ccc(C#CCC(C)C)cc1)[C@@H]2CO
  -8.7, 0.1
- CCCNC(=O)N1CC2(CCN(C(=O)Nc3cccc(F)c3)CC2)c2c(n(C)c3cc(OC)ccc23)[C@@H]1CO
  13.4, 0.0
- CC(C)CC#Cc1ccc([C@H]2[C@@H](CO)N3C(=O)CN(C(=O)c4ccccn4)C[C@H]23)cc1
  -7.4, 0.0
- C[C@@H]1CN([C@@H](C)CO)S(=O)(=O)c2ccc(C#CC3(O)CCCC3)cc2O[C@@H]1CN(C)C(=O)Nc1cccc(F)c1
  -20.1, 0.0
- CC(C)N(C[C@@H]1[C@H](c2ccccc2)[C@@H](CO)N1S(C)(=O)=O)C(=O)CN(C)C
  -6.4, 0.0
- CCS(=O)(=O)N1CC2(CN(Cc3cccc(Cl)c3)[C@@H](CO)c3c2c2ccc(OC)cc2n3C)C1
  20.8, 0.0
- O=S(=O)(c1ccc(F)cc1)N1CCCCN2[C@@H](CO)[C@H](c3ccc(-c4cncnc4)cc3)[C@@H]2C1
  -10.8, 0.0
- C[C@@H]1CN([C@@H](C)CO)C(=O)c2cccc(NC(=O)c3ccncc3)c2O[C@H]1CN(C)Cc1ccc2c(c1)OCO2
  4.5, 0.0
- COc1ccc(S(=O)(=O)N(C)C[C@H]2Oc3ccc(N(C)C)cc3CC(=O)N([C@@H](C)CO)C[C@@H]2C)cc1
  8.2, 0.0
- Fc1cccc(-c2ccc(C3[C@@H]4CN(Cc5cncnc5)C[C@H]3N4)cc2)c1 (stereo not given in full)
  -16.0&-44.8, 0.0&0.0
- CO[C@@H]1CN(C)C(=O)c2ccc(NC(=O)c3nc4ccccc4s3)cc2OC[C@@H](C)N(Cc2cccnc2)C[C@@H]1C
  1.6, 0.0
- C/C=C/c1ccc([C@@H]2[C@H](CO)N(C(=O)C3CCCC3)C23CN(S(C)(=O)=O)C3)cc1
  13.3, x
- COc1ccc2c3c([nH]c2c1)[C@H](CO)N(Cc1ccncc1)CC31CN(Cc2ccc(-c3ccccn3)cc2)C1
  -56.4, 0.0

# 6 compounds drawn at random from the list so far:
# Each structure is followed by: YAP1 CTGF inhibition, Pax4 mRNA alpha TC1
- COc1ccc2c3c([nH]c2c1)[C@H](CO)N(Cc1ccncc1)CC31CN(Cc2ccc(-c3ccccn3)cc2)C1
  -56.4, 0.0
- CO[C@H]1CN(C)C(=O)c2ccc(NC(=O)C3CCC3)cc2OC[C@@H](C)N(Cc2ccccn2)C[C@@H]1C
  -8.6, 0.0
- COc1cccc(NC(=O)N2C[C@@H](O)COC[C@H]3O[C@@H](CC(=O)N(C)C)CC[C@@H]32)c1
  -28.3, 0.0
- COc1ccc(-c2ccccc2[C@@H]2[C@H](C#N)N(C(=O)C3CCC3)[C@H]2CO)cc1
  15.7, 0.0
- CN(C)CC(=O)N1CC2(C1)[C@H](c1ccccc1)[C@H](CO)N2C(=O)C1CC1
  -28.4, x
- CCCC(=O)Nc1ccc2c(c1)C(=O)N(C)C[C@@H](OC)[C@@H](C)CN(Cc1ccc(F)cc1)[C@@H](C)CO2
  -8.9, 0.0

# Later entries
# Each structure is followed by: YAP1 CTGF inhibition, Pax4 mRNA alpha TC1
- C[C@@H]1CN([C@H](C)CO)C(=O)c2cc(NC(=O)Cc3ccccc3)ccc2O[C@@H](C)CCCCO[C@@H]1CN(C)Cc1ccncc1
  7.4, 0.0
- COc1ccccc1CNC(=O)C[C@@H]1CC[C@H]2[C@@H](COC[C@H](O)CN2Cc2ccc3c(c2)OCO3)O1
  -5.8, 0.0
- COc1cccc(S(=O)(=O)Nc2ccc3c(c2)C(=O)N(C)C[C@H](OC)[C@@H](C)CN(Cc2ccccc2F)[C@H](C)CO3)c1
  -13.4, 0.0
- C[C@H](CO)N1C[C@H](C)[C@H](CN(C)Cc2ccc(C(=O)Nc3ccccc3N)cc2)Oc2ccc(NC(=O)Cn3cnnn3)cc2C1=O
  9.2, 0.0
- C[C@@H]1CCCCO[C@@H](CN(C)Cc2ccc(C(=O)O)cc2)[C@H](C)CN([C@H](C)CO)C(=O)c2cc(N(C)C)ccc2O1
  -3.2, 0.0
- COc1cccc(-c2ccc3c(c2)[C@@H]2[C@@H](CCN2C(=O)c2ccccn2)[C@@H](CO)N3)c1
  -0.1, 0.0
- COc1ccc(NC(=O)N[C@H]2CC[C@@H](CCNC(=O)CN3CCOCC3)O[C@@H]2CO)cc1
  -25.3, 0.0

# Bioassay records as filed in PubChem BioAssay.

# A portion of the library; count on the stated rates, not on these rows.
